MIN6 prolif: inducers of MIN6 beta-cell proliferation, primary screen, ATP luminescence, uHTS; proliferation, % at 10 µM; AID 2380, 2010; MIN6 cells proliferation, ATPlite luminescence, 48 h; cells starved in 0.2% serum; 100% = growth in 10% serum; actives 0.29% (n = 330,000);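 active means compounds whose signal lies at least 3.5 SD above the mean of all wells on their plate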;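 further: 0% = DMSO-treated cells in low-serum medium and 100% = 10% serum control; some compounds called inactive have numbers as strong as hits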
mIAP activ: activators of mouse IAP, primary screen, biochemical, luminescence, uHTS. intestinal alkaline phosphatase [Mus musculus]. muIAP, CDP-Star luminescence, 30 min; hits give high values; 1 = vehicle-only enzyme signal, 0 = enzyme-free wells. activation factor at 10 µM. actives 0.24% (n = 330,000). AID 2805, 2010;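 active means activation factor of at least 2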; further: the source names both 10 and 20 µM as test concentration; values of inactives mirror those of a sister screen read the other way
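Assay system: mouse IAP enzyme; Reagent: CDP-Star chemiluminescent phosphatase substrate; Compound: DMSO-dissolved test compounds; Incubation: 30 min, room temperature; Technique: luminescence from enzymatic CDP-Star hydrolysis; Controls: DMSO-only wells and no-enzyme negative control.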
NR3A LBD binder: binders of NR3A ligand-binding domain, primary screen, biophysical, differential scanning fluorimetry, uHTS; Tm shift relative to glycine control, % at 25 µM; AID 1259313, 2017; NR3A LBD differential scanning fluorimetry, Tm shift; 0% = protein alone, 100% = glycine-bound protein; actives 2.5% (n = 340,000);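 active means melting temperature shift of at least 10% of the positive control shift, at one fixed dose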
A3A deaminase: APOBEC3A ssDNA deaminase inhibitors, primary screen, selectivity assay for APOBEC3G inhibitor project, biochemical, FAM/TAMRA oligo cleavage fluorescence; actives 0.41% (n = 330,000); recombinant A3A, FAM/TAMRA ssDNA deamination fluorescence; inhibition, % at 20 µM;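 active means at least 40% inhibition at 20 µM here, with at most 30% in a related deaminase screen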;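 further: plate controls were A3A with DMSO for no effect and wells lacking A3A enzyme for full effect; some results filed as inactive read as strong as hits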
hIAP act: human IAP activators, primary screen, biochemical, luminescence, uHTS; Intestinal-type alkaline phosphatase (Homo sapiens), P09923; purified human IAP, CDP-Star luminescence, 30 min; hits give high values; 1 = vehicle-only enzyme, 0 = enzyme-free background; activation factor at 10 µM; actives 0.16% (n = 330,000);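 active means activation factor of the enzyme at least 2-fold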; further: the source names both 10 and 20 µM as test concentration; values of inactives mirror those of a sister screen read the other way
Target sequence (P09923 whole entry, looked up): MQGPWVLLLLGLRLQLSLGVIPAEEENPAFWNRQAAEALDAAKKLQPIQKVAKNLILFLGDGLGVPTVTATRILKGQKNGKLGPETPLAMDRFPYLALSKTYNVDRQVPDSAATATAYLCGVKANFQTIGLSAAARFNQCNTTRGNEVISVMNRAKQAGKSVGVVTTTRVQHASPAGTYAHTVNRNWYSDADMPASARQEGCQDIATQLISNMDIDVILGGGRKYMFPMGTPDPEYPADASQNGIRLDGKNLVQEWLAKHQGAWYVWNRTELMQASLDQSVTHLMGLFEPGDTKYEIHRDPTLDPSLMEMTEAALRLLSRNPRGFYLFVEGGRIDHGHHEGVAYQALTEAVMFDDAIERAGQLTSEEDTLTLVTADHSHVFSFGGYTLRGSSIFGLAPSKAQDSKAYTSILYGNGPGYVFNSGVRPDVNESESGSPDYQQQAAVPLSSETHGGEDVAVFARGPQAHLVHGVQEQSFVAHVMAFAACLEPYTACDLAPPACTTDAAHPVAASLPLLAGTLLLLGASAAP
mIAP block: inhibitors of mouse IAP, primary screen, biochemical, luminescence, uHTS | inhibition, % at 10 µM | AID 2806, 2010 | purified mouse IAP, CDP-Star luminescence, 30 min | intestinal alkaline phosphatase [Mus musculus] | actives 0.2% (n = 330,000);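 active means inhibition of at least 40% at 10 µM in the primary screen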;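 further: plate controls were DMSO with enzyme for no effect and no enzyme wells for full effect; values of inactives mirror those of a sister screen read the other way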
MPTP block: mitochondrial permeability transition pore inhibitors, primary screen, biochemical, isolated mouse mitochondria, absorbance; Ca2+ swelling absorbance, 30 min; inhibition, % at 10 µM; actives 1.4% (n = 360,000); AID 602449, 2012;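 active means inhibition of 50% or more, scaled per plate between neutral and stimulator controls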;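 further: 0% = DMSO wells given calcium and 100% = 1 mM EGTA wells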
hIAP block: human IAP inhibitors, primary screen, biochemical, luminescence, uHTS. inhibition, % at 10 µM. Intestinal-type alkaline phosphatase (Homo sapiens), P09923. purified IAP, CDP-Star luminescence, 30 min. actives 0.12% (n = 330,000);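 active means inhibition reaching a set limit with compound at 10 µM in the primary screen, cut at about 35% in these data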;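 further: plate controls were DMSO wells with enzyme for no effect and no-enzyme buffer wells for full effect; values of inactives mirror those of a sister screen read the other way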
A3G deaminase: APOBEC3G DNA deaminase inhibitors, primary screen, biochemical, fluorescence, single-stranded DNA substrate, uHTS. inhibition, % at 20 µM. actives 0.28% (n = 330,000). DNA dC->dU-editing enzyme APOBEC-3G (Homo sapiens), Q9HC16. recombinant A3G, ssDNA deamination FAM/TAMRA fluorescence;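 active means inhibition of at least 40% at 20 µM, with no more than 30% in the related APOBEC3A deaminase screen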;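 further: plate controls were DMSO wells with A3G for no effect and wells lacking A3G enzyme for full effect; some compounds called inactive have numbers as strong as hits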
Target sequence (Q9HC16 whole entry, looked up): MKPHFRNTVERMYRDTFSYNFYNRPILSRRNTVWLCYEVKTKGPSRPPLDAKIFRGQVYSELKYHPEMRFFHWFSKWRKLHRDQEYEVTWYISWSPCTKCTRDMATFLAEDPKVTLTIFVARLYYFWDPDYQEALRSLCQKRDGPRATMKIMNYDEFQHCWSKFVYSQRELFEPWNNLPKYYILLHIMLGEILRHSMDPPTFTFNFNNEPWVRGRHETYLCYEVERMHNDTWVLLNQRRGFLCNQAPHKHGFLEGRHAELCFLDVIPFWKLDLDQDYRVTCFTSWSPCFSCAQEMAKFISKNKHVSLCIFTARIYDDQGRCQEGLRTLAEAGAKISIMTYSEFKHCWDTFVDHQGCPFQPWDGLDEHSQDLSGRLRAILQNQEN
An asterisk follows results filed as active. Random draw from the library, and some 5% of all compounds hit somewhere here.

compound	MIN6 prolif	mIAP activ	NR3A LBD binder	A3A deaminase	hIAP act	mIAP block	MPTP block	hIAP block	A3G deaminase
Cn1cc(SCC(=O)Nc2ccc3c(c2)OCO3)c2ccccc21	-2	0.99	3	-7	0.95	1	-0.4	5	-12
O=C(c1cc2ccccc2o1)N1CCN(CCOc2ccccc2)CC1	-3	0.98	-2	4	0.99	2	0.4	1	1
COC(CNC(=O)c1coc2nc3ccccc3nc12)OC	-5	1.1	-1	-1	1.4	-8	1.3	-43	3
O=C(NCc1cccc(Cl)c1)C1CCCO1 (stereo unspecified)	2	1.2	0	1	1	-18	-0.3	-3	0
COc1cc(/C=C2\OC(=O)c3c(OC)cccc32)ccc1O	-2	0.99	17*	4	1.2	1	-1.0	-23	-7
O=[N+]([O-])c1ccc(C(=S)N2CCC(Cc3ccccc3)CC2)cc1	0	0.89	0	-3	1.2	12	2.3	-16	-7
O=C(CC(=O)N/N=C/c1ccccc1)NCc1ccccc1	-1	1	-3	-1	0.93	-1	-0.4	7	-5
CCc1ccc2c(c1)/C(=N/OC)C(=O)N2	-2	1	-1	-2	1	-2	0.1	-1	-6
COc1ccc(C(=O)Nc2nnc(S(=O)(=O)N3CCOCC3)s2)cc1	-2	1	1	-3	0.93	-3	-1.1	7	-5
Cc1ccc(/C=c2\sc3nc(-c4ccccc4Br)nn3c2=O)o1	-2	0.51	-1	71	0.8	49*	-0.8	20	34
NS(=O)(=O)c1ccc(CCNC(=O)c2ccc(C(=O)c3ccccc3)cc2)cc1	3	0.96	-3	11	0.98	4	-0.4	2	-2
C[C@H]1CN([C@@H](C)CO)C(=O)c2cccc(NC(=O)Nc3ccc(C(F)(F)F)cc3)c2O[C@@H]1CN(C)S(=O)(=O)c1ccccc1	-5	1.7	13*	-1	1.3	-70	1.1	-27	-8
O=C(C1CCC(CNS(=O)(=O)c2ccccc2)CC1)N1CCCCC1 (stereo unspecified)	-1	0.99	1	-4	1	0	-0.7	-2	-8
Cc1cc(C)c(/C=C(\C#N)C(N)=S)c(C)c1	-3	0.7	-2	-2	0.99	30	4.6	1	-7
Cc1ccc(CN2C(=O)N/C(=C/c3cc(C)n(-c4ccccn4)c3C)C2=O)cc1	0	0.87	58*	-2	0.99	13	46	1	-7
Cc1cc(OCC(=O)c2ccc(F)cc2)ccc1N1C(=O)CCC1=O	1	1.1	3	-1	1.2	-8	0.4	-16	-3
COc1cccc(NS(=O)(=O)c2ccc3c(c2)NC(=O)C(C)C(=O)N3)c1 (stereo unspecified)	-2	1	0	-8	1	-4	1.0	-3	-8
COc1ccccc1CN1CCSCC1	-3	1.1	-2	0	1.1	-9	-0.6	-5	-8
Cc1ccccc1NC(=O)Cc1cn(C)c2ccccc12	1	1.1	0	-4	1	-9	0.5	-4	-6
C/C(=N\NC(=O)c1ccccc1)c1c(C)[nH]n(-c2ccccc2)c1=O	-2	0.92	1	-9	1.2	8	2.7	-16	-6
Cc1ccc(NC(=O)C2C(c3ccccc3)C2(Cl)Cl)c(C)c1 (stereo unspecified)	-5	1.6	-7	10	0.9	-62	53*	10	2
O=C(COC(=O)Cc1ccsc1)Nc1cccc(Cl)c1	-1	0.96	4	2	1.1	4	-0.5	-6	1
O=C(Nc1cnn(Cc2ccc(F)cc2)c1)c1cc(-c2ccco2)on1	-2	0.94	-1	1	0.96	6	2.3	4	-7
COc1ccccc1-c1ccc2nnc(SCC(=O)N3CCCC3)n2n1	-3	1	-1	-2	1.1	0	0.7	-5	-4
CC1(C)CC(=O)C=C(Nc2ccc(C(=O)O)c(O)c2)C1	2	1	1	7	0.94	-1	0.3	6	3
C=CCNC(=O)C(C#N)c1nc2ccccc2nc1N1CCCCCC1 (stereo unspecified)	-5	0.94	-2	-4	0.99	6	1.1	1	0
O=C(O)/C=C\C(=O)Nc1cccc(C(=O)Nc2cccc(O)c2)c1	-1	0.99	-2	1	0.89	1	-1.6	11	2
CC(C)(/C=N/O)/[N+]([O-])=C/c1ccccc1C(F)(F)F	-2	1.1	-1	-3	0.98	-13	-7.0	2	-5
COCCn1c(SCC(=O)Nc2cc(C)on2)nnc1C(C)C	1	0.99	1	-1	0.96	1	0.0	4	-3
CN(CC(=O)Nc1ccc(N2CCOCC2)cc1)C(=O)c1ccc(O)c(Cl)c1	-2	1	2	-1	1	-3	0.2	0	1
Cc1noc(C)c1NC(=O)Nc1cccc2c1O[C@@H](CN(C)Cc1ccc3c(c1)OCO3)[C@@H](C)CN([C@H](C)CO)C2=O	-1	1	-1	-1	1	-3	-0.2	0	-1
CC(Oc1ccc(S(=O)(=O)N2CCCC2)cc1[N+](=O)[O-])C(=O)N(C)c1ccccc1 (stereo unspecified)	0	0.97	0	-5	0.75	3	-1.7	25	-5
Cc1ccc(CNC(=O)c2ccc(CS(=O)(=O)c3ccccc3)o2)cc1	2	0.99	-1	1	1.1	1	0.6	-13	-12
CC1(c2ccc(OC(F)F)cc2)NC(=O)N(/N=C/c2c(O)ccc3ccccc23)C1=O (stereo unspecified)	-7	1.1	12*	3	1.1	-12	1.3	-10	11
CC(=O)Nc1cccc2c1OCCO2	2	0.93	1	-3	0.95	7	0.4	5	-4
CC1(C)N=C(/C=N/O)CN1O	-1	0.98	-2	-1	0.79	2	0.7	21	-2
NC(=O)c1nn(-c2ccccc2)c(=O)cc1O	2	0.97	0	-4	1	3	-1.2	0	-7
CC(C)(C)SCCNC(=O)Nc1ccccc1	-1	0.9	0	-1	1.1	10	0.5	-7	-2
COc1cc(/C=N/NC(=O)c2ccc(-n3cccc3)cc2)ccc1O	-4	0.96	7	-5	1.2	4	0.4	-19	-6
O=C(CN(Cc1ccc2c(c1)OCO2)C(=O)CNC(=O)c1ccco1)NC1CCCCC1	0	0.98	0	3	1.1	2	0.3	-9	3
NC(=S)Nc1nc2ccccc2s1	0	0.94	-10	-2	0.79	6	-2.0	21	-6
O=C(NCCCN1CCN(CCCNC(=O)c2cccc([N+](=O)[O-])c2)CC1)c1cccc([N+](=O)[O-])c1	0	0.99	0	-3	0.89	0	28	11	-3
CC1(C)Cc2c(sc(NC(=O)C(=O)N3CCOCC3)c2C#N)CO1	-3	1	2	-6	0.98	0	0.5	2	-5
CCCCCCNc1nc(NCc2ccco2)nc(OCC)n1	0	1	1	5	1	-2	12	-2	-1
N#CC1=C2N=C(N)c3ccccc3N2C2=C(C(=O)CCC2)C1c1ccc(F)cc1 (stereo unspecified)	-1	1.1	2	0	0.92	-6	3.7	8	-5
O=C(CCc1nc2ccccc2c(=O)[nH]1)Nc1cc(C(F)(F)F)ccc1N1CCOCC1	-3	1	-1	-1	1.1	0	-0.3	-9	-9
Cc1cc(NC(=O)COC(=O)C2CCN(S(=O)(=O)c3ccccc3)CC2)c([N+](=O)[O-])cc1C	3	0.88	-1	4	1.1	12	0.2	-6	-5
O=C1CC(c2c[nH]c3ccccc23)C(=O)N1 (stereo unspecified)	2	0.92	4	-4	0.96	8	-0.2	4	-4
COc1ccc(CNC(=O)COC(=O)/C=C/c2cccs2)cc1	-2	1	0	-2	0.86	0	-1.1	14	-8
O=C(CSc1n[nH]c(=O)n1C1CC1)N1N=C(c2ccc(Cl)cc2)CC1c1ccco1 (stereo unspecified)	-5	1.1	-1	3	1.5	-8	3.1	-51	-3
CCN=C(NCC)SC1CC(=O)N(c2ccc(OC)cc2)C1=O (stereo unspecified)	-1	0.99	0	0	0.97	0	-0.7	3	-8
O=C(Nc1cccc(Cl)c1)Nc1cc(S(=O)(=O)N2CCOCC2)ccc1N1CCCC1	1	3.7*	3	-2	1.2	-272	87*	-18	-3
CCOC(=O)N1CCC(NC(=O)CCS(=O)(=O)c2ccc3c(c2)CCN3C(=O)CC)CC1	-1	1	2	-2	0.93	-1	-1.1	7	-3
O=C(CCC1CCCCC1)Nc1cc(C(F)(F)F)ccc1N1CCOCC1	-3	1	0	1	1.1	-2	0.8	-7	-5
Cn1c(-c2ccccc2)cccc1=O	1	0.97	-1	0	0.89	3	-1.0	11	-6
CCOc1ccc(Cn2nnc(C(=O)NCc3ccc(OC)cc3)c2N)cc1	0	0.95	1	1	1.2	4	-0.1	-20	-1
COC(=O)c1cc(C(=O)N2CCc3ccccc32)cc([N+](=O)[O-])c1	-4	0.95	-2	-4	0.79	4	1.0	21	-4
CCS(=O)(=O)Nc1c(C(=O)OC)[nH]c2ccccc12	0	0.96	-2	-1	0.94	4	-0.6	6	-7
O=[N+]([O-])c1cccc(-c2n[nH]c(=S)n2-c2ccc(Br)cc2)c1	-1	0.94	-21	3	1	6	-1.2	-2	28

Screening results: PubChem, Sanford-Burnham Center for Chemical Genomics
